Source: PubChem (several laboratories)
Vif imaging – blocks HIV Vif function. HEK293T cells, Vif self-association by quenched fluorescence, imaging, 24 h. inhibition, % at 7.49 µM. actives 0.35% (n = 340,000). AID 602346; in the data active = inhibition above about 50%, passing the limit was not always enough; also: some results filed as inactive read as strong as hits
NOD2 RIPK2 PPI – inhibitors of human NOD2-RIPK2 interaction | O43353 | actives 0.38% (n = 360,000) | CHO BLA complementation NOD2-RIPK2, CCF4 ratio | inhibition, % at 4.98 µM; in the data active = inhibition above about 21%;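 also: 0% = vehicle only and 100% = reference blocker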
MC4R antagonist – human MC4R antagonism in cAMP assay; actives 0.48% (n = 360,000); inhibition, % at 6.5 µM; AID 540295; MC4R-expressing cells, MTII-stimulated cAMP, LANCE TR-FRET;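 active = inhibition above its plate's cutoff, the mean of tested wells on that plate plus 3 SD, cut at about 29% in these data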;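 also: 0% = Melanotan II alone and 100% = Melanotan II plus saturating MCL0020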
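Assay system: human MC4R-expressing U2OS cells; reagent: Melanotan II stimulation of cells; dosing: 6.5 µM single dose; timing: compound 30 min, challenge 1 h, detection 1 h; signal: TR-FRET cAMP assay; replicates: one well per compound, no replicates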
ABCB6 inh MLPCN – inhibitors of human ABC transporter ABCB6 | fluorescence ratio to DMSO, % at 10 µM | K562-ABCB6 porphyrin accumulation, flow cytometry, 1 h; hits give low values | actives 0.19% (n = 360,000) | AID 602162;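 active = fluorescence ratio to DMSO below 75%, the collection mean minus 3 SD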;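 also: signal is porphyrin accumulated inside mitochondria; 100% equals median channel fluorescence of DMSO control wells; lower ratio means ABCB6 inhibition with less porphyrin fluorescence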
Target sequence (Q9NP58 whole entry, looked up): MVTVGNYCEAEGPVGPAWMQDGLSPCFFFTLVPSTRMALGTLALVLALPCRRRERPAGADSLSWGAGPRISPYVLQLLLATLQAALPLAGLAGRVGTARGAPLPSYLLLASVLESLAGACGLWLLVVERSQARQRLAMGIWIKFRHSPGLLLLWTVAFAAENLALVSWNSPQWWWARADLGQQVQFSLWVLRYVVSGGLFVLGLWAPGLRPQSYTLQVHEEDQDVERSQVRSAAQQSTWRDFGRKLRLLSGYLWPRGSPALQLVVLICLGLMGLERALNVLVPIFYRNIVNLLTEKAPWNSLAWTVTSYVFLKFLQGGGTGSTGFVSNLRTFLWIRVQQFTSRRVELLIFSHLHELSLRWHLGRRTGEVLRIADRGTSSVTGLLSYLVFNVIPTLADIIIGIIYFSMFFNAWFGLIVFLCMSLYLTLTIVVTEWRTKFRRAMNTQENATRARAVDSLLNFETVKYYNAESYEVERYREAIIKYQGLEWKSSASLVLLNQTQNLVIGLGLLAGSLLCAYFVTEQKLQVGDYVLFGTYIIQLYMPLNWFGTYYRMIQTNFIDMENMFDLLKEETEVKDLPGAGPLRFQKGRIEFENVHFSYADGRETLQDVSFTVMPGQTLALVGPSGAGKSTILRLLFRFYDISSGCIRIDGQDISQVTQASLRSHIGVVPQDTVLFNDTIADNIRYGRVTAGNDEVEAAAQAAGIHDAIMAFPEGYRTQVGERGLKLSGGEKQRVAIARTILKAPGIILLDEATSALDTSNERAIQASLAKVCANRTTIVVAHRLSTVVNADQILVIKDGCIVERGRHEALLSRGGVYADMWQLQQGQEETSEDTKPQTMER
Granule exo inh – lytic granule exocytosis inhibition | TALL-104 LAMP-1 surface exposure, flow cytometry; cells stimulated with thapsigargin and PMA | inhibition, % at 10 µM | actives 0.66% (n = 360,000);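 active = inhibition above about 55%, limit read from the data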
MC4R barr agon – activates human MC4R beta-arrestin recruitment | activation, % at 8.9 µM | U2OS MC4R beta-arrestin complementation, luminescence; percent of melanotan II response, DMSO zero | AID 540308 | P32245 | actives 0.98% (n = 360,000);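 active = activation above a per-plate cutoff, the mean activation of sample wells on that plate plus 3 SD, cut at about 8% in these data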
TLR9-MyD88 block – blocks human TLR9 binding to MyD88. actives 0.21% (n = 340,000). inhibition, % at 4.98 µM. Q9NR96+Q99836. CHO BLA complementation TLR9-MyD88, CCF4 FRET ratio;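 active = inhibition above the mean over all tested compounds plus 3 SD, cut at about 21% in these data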;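 also: 0% = DMSO only wells and 100% = clavulanate BLA inhibitor control wells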
aDG glyco up – increases alpha dystroglycan glycosylation; Pro5-aDG cells, alpha-DG glycosylation AlphaScreen (IIH6); 0% Pro5, 100% B10-LARGE cell signal; AID 624168; activation, % at 10 µM; actives 0.22% (n = 360,000);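 active = activation of at least 8% versus controls, or a plate z-score of at least 8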;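 also: Pro5 are CHO cells carrying HIG-tagged alpha-DG that lacks glycosylation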
Glyco luc inh – blocks N-linked glycosylation in D54 reporter cells. actives 0.23% (n = 360,000). D54 ERlucT glycosylation luciferase reporter, 24 h; percent of 100 nM tunicamycin response. reporter increase, % at 12.5 µM. AID 588692;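 active = mean luciferase reporter signal, scaled so untreated is 0 and the glycosylation-blocking control 100, at or above a set limit in every replicate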;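 also: luciferase carries N-glycosylation sites so blocking glycosylation raises the light; 0% = median of neutral control wells and 100% = median of 100 nM tunicamycin wells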
ABHD5-PLIN5 inh – inhibitors of human ABHD5-perilipin-5 interaction. inhibition, % at 4 µM. AID 602281. Split G. princeps luciferase complementation, luminescence, 4 h. actives 0.78% (n = 360,000). Q00G26+Q8WTS1;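 active = inhibition above the mean inhibition across every tested compound plus 3 SD, cut at about 22% in these data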;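 also: 0% = DMSO only wells and the 100% control is not disclosed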
An asterisk follows results filed as active; · = no result given.

1) Cc1cc(C)cc(NS(=O)(=O)c2ccc(NC(=S)NC(=O)c3ccc(Br)o3)cc2)c1
2) COC(=O)c1ccc(N(CC(=O)NC2CCCC2)C(=O)c2ccc(C)s2)cc1
3) Cc1cc(N2CCN(CC(O)C(F)(F)F)CC2)c2ccccc2n1 (configuration not stated)
4) CSc1ccc(S(=O)(=O)N2c3ccccc3CC2C)cc1 (configuration not stated)
5) COc1ccc(NC(=O)NNC(=O)COc2ccc(Cl)cc2C)cc1OC
6) CCN(C(=O)c1cc(S(=O)(=O)N2CCCC2)ccc1C)C1CCS(=O)(=O)C1 (configuration not stated)
7) COc1ccc(CCNC(=O)CC(NC(=O)c2ccccc2Cl)c2ccccc2)cc1 (configuration not stated)
8) CNc1cccnc1C=NNC(N)=S
compound no.,1,2,3,4,5,6,7,8
MC4R barr agon,2.1,0.1,1.5,-0.3,-1.2,-2.8,-1.2,-1.3
ABHD5-PLIN5 inh,3,-1,-6,0,7,4,5,19
MC4R antagonist,8,15,6,5,16,3,2,-9
Vif imaging,-8,-5,-13,4,3,0,1,-18
Granule exo inh,4,-8,2,43,-2,-1,-2,0
ABCB6 inh MLPCN,109,96,96,100,101,96,99,104
aDG glyco up,0.4,0.1,0.1,0.2,-0.2,-0.1,-0.3,0.2
TLR9-MyD88 block,11,-7,-11,2,6,3,3,-6
Glyco luc inh,-3,1,0,3,4,2,-1,-7
NOD2 RIPK2 PPI,-5,1,-11,3,0,-1,-10,11

9) Nc1cc(=O)[nH]c(=O)n1-c1cccc(F)c1
10) O=C(NCC1CCCO1)c1cc(-c2ccco2)nc2ccccc12 (configuration not stated)
11) COCCNC(=O)C(c1ccc(Cl)cc1)N(CCOC)C(=O)CCC(=O)Nc1ccccn1 (configuration not stated)
12) Nc1cc(-c2cccc([N+](=O)[O-])c2)[nH]n1
13) O=C(COc1ccccc1)Nc1cccc2nsnc12
14) COc1ccc(C(NC(=O)c2cc(OC)ccc2OC)c2ccccc2)cc1 (configuration not stated)
15) CCS(=O)(=O)N1CCCC(c2nc(-c3cccc(OC)c3)no2)C1 (configuration not stated)
16) COc1ccc(-n2nnnc2SCC(=O)Nc2nc3c(s2)CCCC3)cc1
compound no.,9,10,11,12,13,14,15,16
MC4R barr agon,0.2,-0.4,-1.9,-3.4,1.5,1.0,-2.1,1.5
ABHD5-PLIN5 inh,1,7,-8,0,-3,13,1,-8
MC4R antagonist,16,-2,6,4,-3,2,2,4
Vif imaging,-2,0,1,-2,12,7,·,-40
Granule exo inh,-12,2,2,-1,0,-8,-2,2
ABCB6 inh MLPCN,108,96,90,97,92,91,93,92
aDG glyco up,-0.3,-0.2,-0.1,-0.3,-0.1,0.1,-0.1,0.1
TLR9-MyD88 block,5,2,-2,3,-1,2,-2,-3
Glyco luc inh,1,-1,0,-2,1,0,2,1
NOD2 RIPK2 PPI,-1,5,-7,1,-3,-16,-8,-2

17) CC(C)(C)c1csc(Sc2ccc([N+](=O)[O-])cn2)n1
18) Cc1cccc(C(=O)N2CCCC(N3CCN(c4ccc(F)cc4)CC3)C2)n1 (configuration not stated)
19) CCN(CC(=O)NCc1ccc(F)cc1)Cc1cc(=O)n2ccsc2n1
20) O=S(=O)(c1ccc(NC(=S)N2CCCCC2CO)cc1)N1CCOCC1 (configuration not stated)
21) CCCc1ccc2oc(C(=O)N(C)Cc3nccs3)c(C)c2c1
22) Cc1ccc(-c2nc(NC(=O)CSc3ncn[nH]3)ns2)cc1
23) CCOC(=O)C1CCN(C(=O)CN(c2cc(OC)ccc2OC)S(=O)(=O)c2ccccc2)CC1
24) COc1ccc(Cl)cc1NC(=O)COC(=O)C(CC(C)C)N1C(=O)C2CC=CCC2C1=O (configuration not stated)
compound no.,17,18,19,20,21,22,23,24
MC4R barr agon,1.3,-3.0,-2.2,0.3,-4.5,-0.4,-2.7,-1.8
ABHD5-PLIN5 inh,4,-4,-1,-4,-10,-2,-3,7
MC4R antagonist,-7,15,6,14,-1,4,3,11
Vif imaging,1,1,11,-7,-4,·,2,-10
Granule exo inh,6,2,15,2,-4,-4,2,7
ABCB6 inh MLPCN,91,100,102,96,101,96,101,96
aDG glyco up,0.2,-0.1,0.2,-0.1,0.6,-0.1,0.2,1.4
TLR9-MyD88 block,10,-8,-1,11,4,9,-5,-2
Glyco luc inh,16,0,-2,-1,0,-1,0,1
NOD2 RIPK2 PPI,-4,1,-7,-1,0,2,0,-3

Record cards, as listed above:
`CCN(CC(=O)NCc1ccc(F)cc1)Cc1cc(=O)n2ccsc2n1` reads MC4R barr agon: -2.2; ABHD5-PLIN5 inh: -1; MC4R antagonist: 6; Vif imaging: 11; Granule exo inh: 15; ABCB6 inh MLPCN: 102; aDG glyco up: 0.2; TLR9-MyD88 block: -1; Glyco luc inh: -2; NOD2 RIPK2 PPI: -7
`CCOC(=O)C1CCN(C(=O)CN(c2cc(OC)ccc2OC)S(=O)(=O)c2ccccc2)CC1` reads MC4R barr agon: -2.7; ABHD5-PLIN5 inh: -3; MC4R antagonist: 3; Vif imaging: 2; Granule exo inh: 2; ABCB6 inh MLPCN: 101; aDG glyco up: 0.2; TLR9-MyD88 block: -5; Glyco luc inh: 0; NOD2 RIPK2 PPI: 0
`COc1ccc(Cl)cc1NC(=O)COC(=O)C(CC(C)C)N1C(=O)C2CC=CCC2C1=O` (configuration not stated) reads MC4R barr agon: -1.8; ABHD5-PLIN5 inh: 7; MC4R antagonist: 11; Vif imaging: -10; Granule exo inh: 7; ABCB6 inh MLPCN: 96; aDG glyco up: 1.4; TLR9-MyD88 block: -2; Glyco luc inh: 1; NOD2 RIPK2 PPI: -3

The listing continues.
25) Cc1cccc(C)c1NCc1nnc(SCC(=O)Nc2nc(-c3ccccc3)cs2)n1-c1ccccc1
26) Cc1ccc(NC(=O)C2CCN(S(=O)(=O)c3ccc4c(c3)CCCC(=O)N4)CC2)c(Br)c1
27) COc1cc(Cl)c(C)cc1NC(=O)CSc1ccc(NC(C)=O)cc1
28) Cc1ccc(NC(=O)CSc2nncc3ccccc23)cc1
29) CC(/C=C1\SC(=S)N(CCC(=O)Nc2ccccc2O)C1=O)=C\c1ccccc1
30) CN(C)CC(C)(C)CNS(=O)(=O)c1ccc(Cl)s1
31) Cc1ccc(N(CC(=O)NC2CCCCC2)C(=O)CCCC(=O)Nc2ccccn2)cc1
32) O=C(O)c1ccc(Nc2ncnc3ccccc23)cc1
compound no.,25,26,27,28,29,30,31,32
MC4R barr agon,-1.9,2.4,-2.4,0.6,-3.8,-1.1,2.8,1.0
ABHD5-PLIN5 inh,-4,-7,3,2,-2,1,-9,-1
MC4R antagonist,7,14,16,6,-4,23,7,1
Vif imaging,-4,-2,-6,-2,-4,-11,26,-8
Granule exo inh,2,-6,0,-4,1,-1,-3,15
ABCB6 inh MLPCN,102,97,101,98,100,80,92,94
aDG glyco up,0.1,0.0,0.2,0.0,-0.7,-0.2,0.1,0.0
TLR9-MyD88 block,7,-9,-1,8,-10,-7,-2,-9
Glyco luc inh,-1,3,2,-2,-3,2,-1,1
NOD2 RIPK2 PPI,9,3,3,-2,-5,-2,-3,-8

33) Cc1c(Cl)cccc1NC(=O)Nc1cccnc1
34) Cc1nc(C)n(CCNS(=O)(=O)c2ccccc2)n1
35) Nc1cc(N)nc(SCc2cc(=O)oc3cc4c(cc23)CCC4)n1
36) O=C(NCc1cc(C(F)(F)F)ccc1Cl)c1cccc2c1C(=O)c1ccc(N3CCCCC3)cc1S2(=O)=O
37) O=C(Nc1cccc(NC(=O)c2ccccc2Cl)c1)c1cccs1
38) CCN(CC)NC(=S)Nc1ccccc1
39) O=C(CCc1ccccc1Cl)Nc1cccc(S(=O)(=O)N2CCCC2)c1
40) Cc1ccc(S(=O)(=O)N2CC(C)N(C(=O)N3CCOCC3)C2)cc1 (configuration not stated)
compound no.,33,34,35,36,37,38,39,40
MC4R barr agon,-0.2,-1.9,-1.6,-0.7,-0.9,-0.1,-1.4,-1.7
ABHD5-PLIN5 inh,4,1,4,-4,-5,0,-1,3
MC4R antagonist,0,7,0,2,1,9,1,-3
Vif imaging,2,1,-4,3,-2,6,-1,26
Granule exo inh,14,-9,5,-15,-2,8,4,-7
ABCB6 inh MLPCN,108,99,96,130,98,99,95,92
aDG glyco up,-0.2,0.0,-0.2,-0.3,0.4,0.8,-0.2,-0.1
TLR9-MyD88 block,-7,7,2,2,1,-9,1,-2
Glyco luc inh,-2,2,0,3,-4,1,-3,1
NOD2 RIPK2 PPI,-3,-11,0,-3,-3,-9,3,3

41) CCOC(=O)C1CCCN(C(=S)Nc2cccc(Cl)c2C)C1 (configuration not stated)
42) Cc1cc(=O)n2nc(N3CCC(C(=O)NCc4ccc(Cl)cc4)CC3)sc2n1
43) Cc1nn(C)c(C(=O)N/N=C/c2cccnc2)c1Br
44) O=C(Cc1nnc(NC(=O)Nc2ccc(F)cc2)s1)Nc1ccccc1
45) COc1ccc(C(=O)C2CCCCC2=O)cc1 (configuration not stated)
46) CCNC(=O)N1c2ccc(OCC)cc2C(C)=CC1(C)C
47) CCN(C(=O)COC(=O)c1cnc(C)cn1)c1c(N)n(Cc2ccccc2)c(=O)[nH]c1=O
48) O=C(O)c1cc(N/N=C/C=C/c2ccccc2[N+](=O)[O-])ccc1Cl
compound no.,41,42,43,44,45,46,47,48
MC4R barr agon,-1.4,2.0,-2.8,1.2,-0.2,-1.8,0.2,-2.3
ABHD5-PLIN5 inh,2,-1,-6,2,0,-3,7,7
MC4R antagonist,3,5,0,1,0,0,5,-9
Vif imaging,4,23,5,4,2,·,19,5
Granule exo inh,4,-34,-1,7,2,1,15,1
ABCB6 inh MLPCN,85,102,105,98,85,97,101,95
aDG glyco up,0.3,0.1,-0.2,-0.3,0.0,-0.4,0.0,-0.2
TLR9-MyD88 block,7,-6,-13,-11,-4,1,-9,1
Glyco luc inh,0,3,-2,1,1,5,1,-2
NOD2 RIPK2 PPI,4,1,-1,4,-5,-6,-4,-11

49) Cc1cc(C)nc(-n2ncc3c2CC(c2ccccc2C)CC3=O)n1 (configuration not stated)
50) COc1cc(/C=C/C(=O)N2CCCN(C(=O)/C=C/c3cc(OC)c(OC)c(OC)c3)CC2)cc(OC)c1OC
51) Cc1ccccc1Nc1ncccc1C(=O)N1CCOCC1
52) COc1ccc(Cc2nc(-c3ccccn3)no2)cc1
53) CC(NC(=O)CCNC(=O)c1ccc(Br)cc1)c1ccc(-n2ccnc2)cc1 (configuration not stated)
54) Cc1cc2c(cc1C)-n1nnnc1C(N1CCN(c3ccccc3F)CC1)C(=O)N2 (configuration not stated)
55) COCCNC(=O)C1CCC(CNS(=O)(=O)c2ccccc2)CC1 (configuration not stated)
56) CCN1C(=O)[C@@H]2[C@H](C1=O)[C@@H]1C(=O)Nc3ccccc3C(=O)N1[C@@H]2c1ccc(Br)cc1
compound no.,49,50,51,52,53,54,55,56
MC4R barr agon,-2.5,1.8,-2.2,-0.5,-3.9,·,0.6,-0.1
ABHD5-PLIN5 inh,2,0,-4,-2,0,-2,-4,5
MC4R antagonist,0,3,6,5,0,·,6,1
Vif imaging,4,13,4,0,4,·,-12,·
Granule exo inh,0,-12,-4,2,17,1,-3,-2
ABCB6 inh MLPCN,97,99,94,92,96,·,96,104
aDG glyco up,0.2,0.0,0.1,0.1,-0.4,0.0,0.0,0.0
TLR9-MyD88 block,4,9,-7,-3,-2,·,-7,-6
Glyco luc inh,0,5,0,-1,1,·,0,2
NOD2 RIPK2 PPI,-4,-10,-3,-2,2,3,-1,-1

An excerpt; rates above refer to the full screens.
